Screening results from PubChem BioAssay.
E-sel inducer – E-selectin induction on HUVECs; activation, % at 7.58 µM; P16581; AID 686992; HUVEC E-selectin immunofluorescence imaging; normalized: neutral wells 0, TNF-alpha wells 100; 260,000 compounds, 0.37% hits;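 active = mean E-selectin-positive cell signal at least 10% of the positive control, reached in at least 60% of replicates, without over 20% cell loss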;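 also: in these data hits start at about 27%; measured in HUVEC primary endothelial cells; signal is the percent of cells scored E-selectin positive by PE staining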
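Material: HUVEC primary endothelial cells; Amount: 3,000 cells per well; Dosing: single concentration; Medium: EGM-2 growth medium on 0.1% gelatin-coated wells; Read-out basis: percent E-selectin-positive cells; Signal: immunofluorescence imaging; Control set: TNF-alpha, DMSO.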
miR-122 sensor – blocks miR-122 activity in Huh7 sensor cells; 340,000 compounds, 0.3% hits; activation (reporter increase), % at 12.5 µM; AID 602342; Huh7 miR-122 Renilla luciferase sensor, 48 h; neutral wells = 0, positive control = 100;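 active = mean replicate activation score at least 90 and every replicate individually at or above 90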;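 also: higher luciferase means less miR-122 activity so hits act as miR-122 inhibitors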
PGC1a acetyl inh – modulators of PGC1a acetylation. U2OS PGC1a acetylation, AlphaScreen anti-acetyl-lysine; with virally co-expressed GCN5 acetyltransferase. inhibition, % at 15.6 µM. AID 651687. 350,000 compounds, 0.17% hits;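 active = every replicate shows inhibition of at least 40%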;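 also: 0% = neutral control wells and 100% = positive control wells; some results beyond the cut were filed as inactive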
RAD52 inh – blocks human RAD52 DNA annealing. P43351. recombinant RAD52 DNA annealing, FRET fluorescence. inhibition, % at 18.7 µM. 360,000 compounds, 0.46% hits. AID 651710;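 active = every replicate showing at least 50% inhibition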
ERAP1 HTS inh – inhibitors of human ERAP1 aminopeptidase | recombinant ERAP1, Leu-AMC fluorescence, 60 min | Q9NZ08 | inhibition, % at 10.7 µM | 340,000 compounds, 0.15% hits;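 active = mean replicate inhibition of at least 30%, or all replicates individually reaching that 30% level; inactive = mean below 30% and not every replicate reaching it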;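 also: 0% = neutral control wells and 100% = L-leucinethiol positive control wells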
Target sequence (Q9NZ08 whole entry, looked up): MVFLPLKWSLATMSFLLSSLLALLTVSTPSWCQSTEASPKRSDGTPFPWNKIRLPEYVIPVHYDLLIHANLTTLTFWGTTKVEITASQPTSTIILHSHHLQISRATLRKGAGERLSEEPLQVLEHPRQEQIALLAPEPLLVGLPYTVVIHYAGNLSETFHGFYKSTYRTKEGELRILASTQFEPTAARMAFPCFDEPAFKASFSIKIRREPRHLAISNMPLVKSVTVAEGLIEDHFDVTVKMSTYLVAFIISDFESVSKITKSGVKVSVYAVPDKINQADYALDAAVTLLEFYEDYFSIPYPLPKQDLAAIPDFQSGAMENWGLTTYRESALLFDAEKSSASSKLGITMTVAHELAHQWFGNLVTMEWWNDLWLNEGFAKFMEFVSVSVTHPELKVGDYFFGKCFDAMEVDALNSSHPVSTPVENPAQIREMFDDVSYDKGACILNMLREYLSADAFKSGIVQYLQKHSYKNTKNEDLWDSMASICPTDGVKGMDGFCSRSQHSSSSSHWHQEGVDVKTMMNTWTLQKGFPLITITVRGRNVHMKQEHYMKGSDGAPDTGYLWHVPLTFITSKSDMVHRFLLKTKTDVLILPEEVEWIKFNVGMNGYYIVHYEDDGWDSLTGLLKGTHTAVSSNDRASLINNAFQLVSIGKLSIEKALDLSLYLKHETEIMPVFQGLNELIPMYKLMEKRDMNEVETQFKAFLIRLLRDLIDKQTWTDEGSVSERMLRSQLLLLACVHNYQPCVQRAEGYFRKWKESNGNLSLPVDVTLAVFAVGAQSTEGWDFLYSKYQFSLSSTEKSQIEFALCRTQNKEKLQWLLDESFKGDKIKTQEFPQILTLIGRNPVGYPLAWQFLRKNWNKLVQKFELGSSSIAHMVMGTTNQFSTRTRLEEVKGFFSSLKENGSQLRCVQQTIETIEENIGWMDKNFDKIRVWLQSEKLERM
RAD54 inh – inhibitors of human RAD54 branch migration; Q92698; RAD54 Holliday junction branch migration, FAM/BHQ fluorescence; inhibition, % at 10.4 µM; 360,000 compounds, 0.14% hits; AID 602329;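 active = mean normalized replicate activity at least 40 and at least half of replicates scoring 40 or more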;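 also: 0% = median of neutral control wells and 100% = median of positive control wells; inhibitors cause a drop in the FAM fluorescence signal; in these data hits start at about 50%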
Cneo AK release – Cryptococcus neoformans lysis via adenylate kinase release. C. neoformans lysis, adenylate kinase release luminescence, 4 h; normalised: neutral wells 0, clomiphene wells 100. lysis activity, % at 15 µM. 360,000 compounds, 0.2% hits;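 active = mean lysis activity across replicates of at least 80%, whatever share of replicates individually reach that level; inactive = mean lysis activity below 80%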
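Test system: log-phase Cryptococcus neoformans yeast cells; Quantity: yeast cell density of 5 × 10^6 cells/mL; Buffer or medium: YPD; Doses: single compound concentration per well; Timing: 4 h at 37 °C static, read 1 h later; Measured by: AK luminescence; Read-out basis: lysis from increased AK signal; Control set: Clomiphene as positive control.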
PglD inh – PglD (C. jejuni) enzyme inhibition. inhibition, % at 12.5 µM. purified PglD enzyme, DTNB colorimetric CoA detection. 360,000 compounds, 0.098% hits; in the data active = inhibition above about 16%, passing the limit was not always enough; also: strong numbers were not always called active
* marks the source's active call; other numbers are inactive results; . = no result given; & = joins results of further samples; [ ] = dose if it differs, or a comment. Compounds as they come (roughly 1.4% active in at least one column).

smiles	E-sel inducer	miR-122 sensor	PGC1a acetyl inh	RAD52 inh	ERAP1 HTS inh	RAD54 inh	Cneo AK release	PglD inh
COc1ccccc1N1CCN(C2CCCN(C(=O)Cn3cccn3)C2)CC1 (stereo not given)	.	-4	.	13	2	-6	1	-1
Nn1c(-c2ccc(O)cc2)nnc1-c1ccc(O)cc1	2.5	2	-2	-6	.	-1	3	-1
COc1ccc(C(=O)NC(CC(C)C)C(=O)O)cc1 (stereo not given)	-0.1	-1	4&9	5&-19	-2&-2	-3&-12	22&4	-2&12
OC[C@@H]1CN(Cc2cccs2)C[C@H](n2cnc3c(NCc4ccc(F)cc4)ncnc32)O1	-0.1	3	.	-17	-1	2	0	-2
Cc1nc(N)[nH]c(=O)c1CCC(=O)OCC(C)C	.	10	-6	.	.	-7	-2	-1
COc1ccccc1-[n+]1c(C)cc(/C=C2\Sc3ccccc3N2C)cc1C	-4.4	-69	9	-216	15	-411	-4	-14
C[C@H](CO)N1C[C@H](C)[C@@H](CN(C)Cc2ccncc2)Oc2ccc(NS(=O)(=O)c3ccccc3)cc2C1=O	.	-5[16.7 µM]	1	2	1	1	2	-4
C[C@H](CO)N1C[C@H](C)[C@H](CN(C)C(=O)Nc2ccc(C(F)(F)F)cc2)Oc2ccc(NC(=O)CCC(F)(F)F)cc2C1=O	-0.1	0[16.7 µM]	3	2	1	1	-1	-3
O=C(NCC(=O)N1CCN(c2ccccc2)CC1)c1cccs1	-0.1	0	3	-1	-1	-8	-2	1
O=C(Nc1ccc2c(c1)OCCO2)c1cnn(-c2ccccc2)n1	.	-3	4	-9	-3	6	-4	3
COc1ccc(NC(=O)Nc2ccc3c(c2)CC(=O)N([C@H](C)CO)C[C@H](C)[C@@H](CN(C)C(=O)NC2CCCCC2)O3)cc1	0.0	0[16.7 µM]	-5	0	0	-8	1	-2
CC(=O)c1cccc(NC(=O)c2cc3ccccn3n2)c1	-0.1	.	.	-9	-1	8	-5	-3
COc1cc2c(cc1OC)CN(C(=O)CCCN1C(=O)c3ccccc3C1=O)CC2	.	-4	-4	.	.	3	2	7
COc1cc(OC)cc(C(=O)NCCSCc2ccc(Cl)cc2)c1	0.2	3	-6	-12	-2	-6	-6	-6
O=C(Nc1cccc(-n2cnnn2)c1)c1cccc(Cl)c1	.	2	11	-5	-3	1	8	6
COc1ccccc1-n1nnnc1SCC(=O)Nc1ccccn1	1.0	-7	4	.	.	-2	0	0
CC(=O)Nc1ccc(Nc2ccc3nonc3c2[N+](=O)[O-])cc1	0.3	-6	9	1	0	4	1	-9
CCOC(=O)N1CCC(N2Cc3cccc(C(=O)Nc4ccc(OC)c(OC)c4)c3C2=O)CC1	.	-9	4	23	1	21	0	1
COc1ccc(CCNC(=S)Nc2cccc(C)c2)cc1	.	-1	-6	.	.	12	9	1
COc1ccc2cc(CCC(C)=O)ccc2c1	0.1	4	-13	-8	1	9&-1	-6&2	-1&0
CNc1c(NS(=O)(=O)c2ccc(OC)c(Cl)c2)c(=O)oc2ccccc12	.	-5	.	-8	2	-8	-1	-2
C=CCn1c(=O)c(C(=O)NCCNCC)c(O)c2ccccc21	.	.	-21	17	25	-3	2	3
C[C@@H]1CCCCO[C@@H](CN(C)Cc2ccc(C(=O)O)cc2)[C@@H](C)CN([C@@H](C)CO)C(=O)c2cc(NC(=O)Nc3ccc(F)cc3)ccc2O1	0.0	7[16.7 µM]	5	21	-4	12	5	-2
O=C(O)c1cc(S(=O)(=O)NC(Cc2c[nH]c3ccccc23)C(=O)O)ccc1Cl (stereo not given)	0.2	5	7	-35	-9	1	-4	10
CCOC(=O)[C@@H](C)N(C(=O)OC(C)(C)C)S(=O)(=O)N(Cc1ccccc1)[C@H](C(=O)OC)C(C)C	0.8	3	-14	-10	2	7	1	0
CCCCOc1ccc(-c2ncc([N+](=O)[O-])cn2)cc1	0.0	.	7	-9	7	.	.	.
COCCNc1c(-c2ccc(O)cc2)nc2ccc(Cl)cn12	.	-4	-14	.	.	-1	-2	2
CC1=C(C(=O)OCc2ccc3c(c2)OCO3)C(c2ccccc2)NC(=O)N1 (stereo not given)	.	36	56*	.	.	-6	-6	-2
CC(=O)Nc1ccc(NC(=O)CSc2nc3ccccc3c(=O)n2CCCN2CCOCC2)cc1	-0.2	-2	-7	-15	3	-18	-3	1
C[C@H](NC(=O)C[C@H]1C[C@H]2c3cc(N(C)C)ccc3O[C@H]2[C@H](CO)O1)c1ccccc1	0.1	-3[16.7 µM]	-5	-61	0	2	-6	2
N#CCCN(C(=O)COC(=O)c1cc2ccccc2oc1=O)c1ccccc1	.	-4	-4	-13	2	3	2	6
COc1cc(S(=O)(=O)N2CCOCC2)cc(C(=O)OCC(=O)NC2CCCCC2)c1OC	.	-1	0	-5	-6	-9	0	2
CO[C@@H]1CN(C)C(=O)c2ccc(NC(=O)c3cnccn3)cc2OC[C@H](C)NC[C@@H]1C	-0.3	.	0	-24	3	-13	-3	1
CN1C(=O)CSC1=NC12CC3CC(CC(C3)C1)C2	.	0	9	.	.	-2	4	-4
Cc1cc(C)nc(SCCC(=O)Nc2ccc(F)cc2)n1	4.4	-3	3	-16	-2	9	1	4
CCCNC(=O)N(C)C[C@H]1Oc2cc(C#C[C@@H](C)O)ccc2S(=O)(=O)N([C@@H](C)CO)C[C@H]1C	1.4	-6[16.7 µM]	-2	-3	2	2	3	0
CCN1C[C@@H]2[C@@H]3C(=O)N(C)C(=O)[C@@H]3[C@](Cc3ccccc3)(C(=O)OC)N2C1=NC1CCCCC1	1.9	.	.	-5	-3	5	-1	-5
Cn1c(SC/C=C/c2ccccc2)nnc1-c1cnccn1	.	4	2	.	.	-4	-3	4
NC(=O)C1CCN(c2nc(-c3ccccc3)nc3c2oc2ccccc23)CC1	.	0	6	.	.	-16	0	.
Cc1ccc(CNC2CCCCC2)s1	.	2	4	-7	0	-2	0	0
Cn1cc([N+](=O)[O-])c(C(=O)N/N=C/c2ccccc2)n1	.	-9	.	.	.	-13	0	-6
Cn1c(N)c(C(=O)COC(=O)c2cc(S(=O)(=O)NCc3ccccc3)ccc2O)c(=O)n(C)c1=O	.	.	.	-32	0	1	1	3
O=C(O)c1ccc(OCC(O)Cn2c3ccccc3c3ccccc32)cc1 (stereo not given)	.	.	-2	-12	-1	2	1	2
O=C(CCn1c(=O)c2sccc2n(Cc2cc(=O)n3ccccc3n2)c1=O)NCc1ccco1	.	-1	15	.	.	8	-9	-6
O=C(Nc1cccc(Cl)c1)N[C@H]1CC[C@H](CCNC(=O)C2CCCCC2)O[C@@H]1CO	0.2	.	-5	1	7	1	2	2
COC(CNc1ccc([N+](=O)[O-])c(NCC(OC)OC)c1C#N)OC	-0.9	-3	2	-15	1	-1	-1	-3
O=C(CSc1ncccn1)N1CCC(Cc2ccccc2)CC1	2.2	-2	-15	-3	-3	.	.	.
CCCOc1ccc(C(=O)NCC(C)(C)N2CCOCC2)cc1	4.8	-3	13	-12	-6	-2	0	-2
Cc1cc(C)c(C)c(OCCN2CCOCC2)c1	.	4	0	5	2	-15	3	-7
O=C(Nc1cc(F)ccc1F)N1CC(=O)N2[C@H](CO)[C@H](c3ccc(C#CC4CCCCC4)cc3)[C@H]2C1	0.0	.	-5	10	-2	.	.	.

PGC1a acetyl inh: what is marked active above.
structure	miR-122 sensor	PGC1a acetyl inh	RAD52 inh	ERAP1 HTS inh	PglD inh
CC1=C(C(=O)OCc2ccc3c(c2)OCO3)C(c2ccccc2)NC(=O)N1 (stereo not given)	36	56*	.	.	-2

Following part:
smiles	E-sel inducer	miR-122 sensor	PGC1a acetyl inh	RAD52 inh	ERAP1 HTS inh	RAD54 inh	Cneo AK release	PglD inh
O=C(NCCc1ccccc1)[C@@H]1CC=C[C@@H]2CCN(Cc3ccc(Cl)c(Cl)c3)C(=O)[C@@H]21	0.1	.	.	-18	-3	-1	-10	-1
COc1ccc(C2C(C(=O)N3CCN(c4ccccn4)CC3)CCC(=O)N2c2ccc(OC)cc2)cc1 (stereo not given)	-0.1	-4	-22	-7	-1	.	.	.
O=C(c1ccc(Br)cc1)N(C1=NCCCCS1)c1ccccc1	.	-7	-25	.	.	-9	-9	1
O=C(Nc1ccccc1)N[C@H]1CC[C@@H](CCn2cc(C3(O)CCCC3)nn2)O[C@@H]1CO	0.2	.	.	-2	1	-4	8	4
C[C@@H]1CCCCO[C@@H](CN(C)Cc2ccc(Cl)c(Cl)c2)[C@H](C)CN([C@H](C)CO)C(=O)c2cc(NC(=O)C3CCCCC3)ccc2O1	-0.2	-10[16.7 µM]	-19	-8	-3	-6	2	1
CC(C)CC#Cc1ccc2c(c1)O[C@@H](CN(C)C(=O)c1ccccc1F)[C@H](C)CN([C@@H](C)CO)S2(=O)=O	-0.4	18[16.7 µM]	5	-3	0	-7	4	2
O=C(Nc1nnc(S(=O)(=O)N2CCCCC2)s1)c1ccc(Cl)cc1	.	3	-11	-3	3	20	0	1
CCn1c(SCCOc2ccc(Cl)cc2)nnc1-c1cccs1	.	-2	10	.	.	-7	2	1
OC(c1ccccc1)(c1nc(-c2ccc(F)c(Cl)c2)cs1)C(F)(F)F (stereo not given)	0.5	15	-14	5	6	11	0	-1
Cc1cc(C)c(OCC(=O)NCC2CCCO2)c(C)c1 (stereo not given)	-0.4	.	3	-12	2	.	.	.
Cc1ccc(C(C(=O)NCc2ccco2)N(CCc2ccccc2)C(=O)Cn2nnc3ccccc32)o1 (stereo not given)	.	15	-11	.	.	5	-1	1
N#CCCN1CCN(S(=O)(=O)c2ccc3c(c2)CCC3)CC1	4.3	.	12	-2	-2	-1	0	6
O=C(NCc1ccc2c(c1)OCO2)c1ccc(Br)s1	.	5	-5	-18	-6	-2	28	4
Nc1nonc1-n1nnc(C(=O)N/N=C/c2ccco2)c1CSc1ccccc1	0.0	2	-7	-20	-3	2	2	6
CCC1CCC(C(=O)NC(C(=O)NCCCN2CCCCC2C)C(C)C)CC1 (stereo not given)	-0.6	-1	2	-1	.	.	.	.
COc1ccccc1-c1nnc(SCC(=O)c2c(N)n(C3CC3)c(=O)[nH]c2=O)o1	0.1	.	-1	-12	-6	5	-3	-1
COc1ccc(-c2cc(C(=O)NCc3cccnc3)no2)cc1OC	.	-5	-28	.	.	10	-1	3
Cc1cccc(C(=O)N2CCN(S(=O)(=O)N3CCCCC3)CC2)c1	0.0	6	-2	-12	-5	1	-1	3
COc1ccccc1NC(=O)N1CCCCN2[C@@H](CO)[C@H](c3ccc(C#CC4CCCC4)cc3)[C@@H]2C1	-0.8	-28[16.7 µM]	-16	-20	1	-29	-1	-4
CC(C)C(=O)Nc1ccc([N+](=O)[O-])c(C(F)(F)F)c1	-1.3	3	0	-7	0	-6	-1	-2
C[C@H]1CN([C@@H](C)CO)C(=O)c2cccc(NS(=O)(=O)c3cccs3)c2O[C@@H]1CN(C)Cc1ccncc1	1.3	12[16.7 µM]	5	-11	-4	-1	-3	2
Cc1cccc(N2CCN(C(c3cccs3)c3nnnn3C(C)(C)C)CC2)c1C (stereo not given)	.	-5	4	.	.	-1	0	11
